Screening data deposited in PubChem by National Center for Advancing Translational Sciences (NCATS).
Nrf2 inh: inhibitors of Nrf2 signaling | 360,000 compounds, 2.1% hits | Potency, µM (highest dose often 46 µM), for the others: at the top dose activity change, negative = inhibition, usual class: inhibitors | A549 ARE-Fluc reporter, luciferase luminescence, 18-24 h; further: potency means the concentration at half of the fitted maximal effect; on the % scale 0 is the no-effect control and ±100 the full control effect; nearly all actives have a fitted effect of over 60% in size
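Cells were seeded and rested 2 h, then exposed to compounds for 18-24 h. CellTiter-Fluor was read first as a viability measure. BugLite was added 15 min before the final luminescent read of ARE-luciferase activity in A549 cells.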
CCT modulator: cytosolic chaperonin activity modulation; purified chaperonin ATPase assay, HTRF ADP detection, 30 min; activity change, % (no concentration beside the values), hits read low; 360,000 compounds, 0.3% hits; AID 651819; in the data active means activity change below about -30%; further: on the % scale 0 is the no-effect control and ±100 the full control effect
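Enzyme 40 or 20 nM (batch-dependent) in Tris pH 7.4/KCl/MgCl2/DTT; cpd 76 uM single point; ATP 10 uM; 30 min 37 °C; Transcreener ADP HTRF detection, 30 min RT; ratio 665/615.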
Nrf2 ARE act: Nrf2 pathway activation. Potency, µM (top dose mostly 46.1 µM), for the others: at the top dose activation, hits mostly activators. AREc32 ARE-luciferase reporter (MCF7-derived line), luminescence, 24 h. AID 624171. 410,000 compounds, 0.31% hits; further: potency means the concentration at half of the fitted maximal effect; % of control where 0% means no effect; nearly all actives have a fitted effect of over 65% in size
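Luminescent ARE reporter assay in AREc32_Fluc cells: overnight plating at 37 deg C, 24 hr compound incubation, Steady-Glo added, 30 min RT before reading.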
pAkt inh: blocks phosphorylation of Akt; 360,000 compounds, 0.32% hits; activity change, % for hits at 50 µM; Neuro2A IGF-stimulated pAkt S473 HTRF, 20 min; stronger effect = lower value; AID 651550; in the data active means activity change below about -80%; inconclusive means mostly about -51% to -80%; further: on the % scale 0 is the no-effect control and ±100 the full control effect
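Single-point screen (50 µM final compound) in Neuro2A cells stimulated 20 min with 6 nM IGF at 37 deg C. After lysis, Ser473-phosphorylated Akt read by HTRF (ex 330 nm, em 615/665 nm) as the 665/615 ratio.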
A549 viability: counter-screen for Nrf2 inhibitors: cytotoxicity in A549 cells | A549 ARE-Fluc cells, CellTiter-Fluor viability, 18-24 h | Potency, µM (top dose mostly 46 µM), for the others: top-dose activity change, negative = cytotoxicity, usual class: inhibitors | 390,000 compounds, 0.16% hits | AID 504648; further: potency means the concentration at half of the fitted maximal effect; on the % scale 0 is the no-effect control and ±100 the full control effect
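A549 ARE-Fluc cells in 5% FBS OPTI-MEM, 5000 cells/well, rested 2 h then exposed to compounds in concentration-response for 18-24 h at 37 °C. Viability by CellTiter-Fluor fluorescence (Ex 405/Em 525) after 30 min; luciferase luminescence (BugLite, 15 min, RT) read afterwards.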
S2 tox: viability counter-screen for ATXN expression inhibitors; Potency, µM (highest dose often 56.7 µM), actives largely listed as cytotoxic; 400,000 compounds, 0.49% hits; AID 651635; S2 cells (HEK-293 line with an ATXN2-luciferase reporter) viability, CellTiter-Fluor protease fluorescence, 24 h; further: potency means the concentration at half of the fitted maximal effect; nearly all actives have a fitted effect of over 40% in size
MmCpn inh: M. maripaludis TRiC chaperonin inhibition; purified Mm-Cpn ATPase, ADP Transcreener TR-FRET; Potency, µM (titrated, usually from 76.9 µM), for the others: at the highest dose activity, negative = inhibition, hits mostly inhibitors; 330,000 compounds, 0.031% hits; AID 504842; further: potency means the concentration at half of the fitted maximal effect; on the % scale 0 is the no-effect control and ±100 the full control effect; nearly all actives have a fitted effect of over 80% in size
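ATPase read-out: TR-FRET ADP immunoassay (anti-ADP Eu cryptate vs ADP-d2), ex 320 nm, em 590/665 nm; signal drops as ADP forms. Enzyme 25 nM, ATP 10 uM, 30 min at 37°C after 10 min compound preincubation.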
TGFb SMAD3 inh: TGF-b pathway inhibition. 410,000 compounds, 1.2% hits. HepG2 CAGA-GFP TGF-b/SMAD3 reporter, GFP fluorescence, 18 h; TGF-beta stimulated, 500 pg/mL final. Potency, µM (series often up to 46.1 µM), inactives show at the top dose activity, negative = inhibition, most hits filed as inhibitors; further: potency means the concentration at half of the fitted maximal effect; on the % scale 0 is the no-effect control and ±100 the full control effect; nearly all actives have a fitted effect of over 65% in size
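HEPG2 CAGA-GFP cells (1000/well, DMEM with 1% FBS) were pre-incubated 2 h at 37 degrees C, given compound by pin tool, then stimulated with TGF-beta at 500 pg/mL final for 18 h before per-cell GFP fluorescence imaging.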
HepG2 tox: counter-screen for TGF-b inhibitors: cytotoxicity in HepG2 cells. HepG2 CAGA-GFP viability, ATP luminescence, 18 h. 410,000 compounds, 0.76% hits. Potency, µM (doses to about 46.1 µM), without a hit: at the top dose activity change, negative = cytotoxicity, most hits filed as cytotoxic; further: potency means the concentration at half of the fitted maximal effect; some results filed as inactive show a strong effect at the top dose
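CellTiter-Glo luminescence gave cytotoxicity after 18 hours at 37 degrees C. The cells were HepG2 CAGA-GFP in 1% FBS DMEM, stimulated with 500 pg/mL TGF-beta after compound addition. %Activity was normalised to no-cell wells (complete cell-killing) and DMSO (no toxicity), and curves were fitted and classified.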
Active calls of the source: *; i = inactive; ? = inconclusive; · = not tested or not shown; & = joins results of further samples; [ ] = another dose, or the depositor's remark. Unless noted, the call rests on the fitted dose curve; in most records, active means well fitted curve in the direction sought with a large enough effect; inconclusive means small, poorly fitted or top-dose-only effect, or another doubt; inactive means no such curve, though single readings can be large; an effect the other way counts as inactive or inconclusive.

Start of the listing, in advance (4 entries):
SMILES	Nrf2 inh	CCT modulator	Nrf2 ARE act	pAkt inh	A549 viability	S2 tox	MmCpn inh	TGFb SMAD3 inh	HepG2 tox
CC(C)(C)NC(=O)Nc1ccc(Cn2cc(C(F)(F)F)ccc2=O)cc1	22.1%	-4.9	3.3%	i	-0.3%	i	-1.5%	3.9%	3.4%
NC(=O)c1ccccc1NC(=O)/C=C/c1ccccc1	?	-3.1	18.8%	i	-4.1%	?	-1.2%	17.9%	-32.5%
COC(=O)c1ccc(CSc2nnc(Nc3ccccc3OC)s2)o1	-42.6%	-1.7	-0.7%	i	-6.0%	?	0.5%	-13.8%	-20.2%
CC(C)c1ccc2oc(-c3ccc(NC(=O)c4ncn[nH]4)cc3)nc2c1	-4.5%	-0.9	4.2%	i	6.6%	i	0.0%	5.3%	-47.3%

The whole of this part, from the start:
SMILES	Nrf2 inh	CCT modulator	Nrf2 ARE act	pAkt inh	A549 viability	S2 tox	MmCpn inh	TGFb SMAD3 inh	HepG2 tox
CC(C)(C)NC(=O)Nc1ccc(Cn2cc(C(F)(F)F)ccc2=O)cc1	22.1%	-4.9	3.3%	i	-0.3%	i	-1.5%	3.9%	3.4%
NC(=O)c1ccccc1NC(=O)/C=C/c1ccccc1	?	-3.1	18.8%	i	-4.1%	?	-1.2%	17.9%	-32.5%
COC(=O)c1ccc(CSc2nnc(Nc3ccccc3OC)s2)o1	-42.6%	-1.7	-0.7%	i	-6.0%	?	0.5%	-13.8%	-20.2%
CC(C)c1ccc2oc(-c3ccc(NC(=O)c4ncn[nH]4)cc3)nc2c1	-4.5%	-0.9	4.2%	i	6.6%	i	0.0%	5.3%	-47.3%
O=C(c1cccs1)N1CCN(c2nc3ccc([N+](=O)[O-])cc3s2)CC1	15.6%	-3.5	-0.6%	i	0.8%	i	-3.7%	22.4%	9.0%
CCc1ccc(CN(C)CC(=O)Nc2sccc2C#N)cc1	-14.0%	0.8	0.5%	i	-0.2%	i	-0.5%	-28.0%	-22.8%
O=C(Nc1ccc(Cl)c(Cl)c1)Nc1ccccc1C(=O)O	?	-6.1	-2.0%	i	?	?	-1.0%	-17.1%	-24.8%
COc1ccc(C(=O)Nc2ncc3c(n2)CC(c2ccco2)CC3=O)cc1 (configuration not stated)	9.3%	-4.0	?	i	-5.0%	i	0.4%	22.4%	-9.6%
Cc1cc(N2CCCC2)ccc1NC(=O)CN1C(=O)NC(C)(c2ccccc2)C1=O (configuration not stated)	4.6%	0.1	-0.2%	i	1.5%	i	-4.1%	4.9%	-1.5%
O=C(O)c1ccc(Cn2cnc3c(=S)nc[nH]c32)cc1	6.6%	-1.7	2.5%	i	-7.1%	i	·	0.0%	1.3%
c1ccc2c3c(c(CN4CCCC4)cc2c1)COC3	-0.4%	0.3	4.7%	i	8.5%	·	3.8%	1.0%	-9.3%
COc1ccc(-c2ccc(S(=O)(=O)NCC3CCCO3)cc2)cc1 (configuration not stated)	?	-1.2	-0.3%	i	-6.3%	i	-10.2%	7.3%	10.1%
CCOC(=O)c1sc2ncn(CC(=O)Nc3ccc(C)cc3Br)c(=O)c2c1C	-25.1%[9.27 µM]	·	-0.4%	·	1.4%	i	·	7.1%	-0.8%
O=C(Cc1ccccc1F)OCC(=O)N1CCN(C(=O)c2ccco2)CC1	-1.4%	-5.4	0.5%	i	-2.4%	i	-4.1%	12.3%	4.8%
COc1cc(C(=O)OCC(=O)Nc2ccc(SC(F)F)cc2)cc(OC)c1OC	12.4%	2.0	0.5%	i	-1.2%	i	-21.6%	-14.8%	-6.8%
Nc1ccc2nc(CCCCCCc3nc4ccc(N)cc4[nH]3)[nH]c2c1	17.9%	-0.3	-1.2%	i	7.5%	i	-0.7%	-4.0%	-3.6%
CSc1cccc(NC(=O)Cn2cnc(S(=O)(=O)N3CCCC3)c2)c1	-21.4%&5.1%	0.9	0.2%&-0.3%	i	0.1%&-0.3%	i	0.8%	3.0%&-1.4%	-6.5%&9.7%
CCc1cc(C(c2ccc(OC)c(OC)c2)N2CCOCC2)c(NC(=O)c2ccccc2)s1 (configuration not stated)	14.7%	-0.2	20.0%	i	7.8%	i	-1.9%	?	-26.7%
COc1ccc(/C=N/n2cnc3c([nH]c4ccc(Br)cc43)c2=O)cc1CN1CCOCC1	-26.7%	-3.3	-0.6%	i	-7.8%	i	1.9%	-4.1%	-12.6%
S=c1[nH]nc(-c2cccs2)n1/N=C/c1cn(-c2ccccc2)nc1-c1ccc(Cl)cc1	-18.2%	-0.4	4.2%	i	2.3%	i	0.9%	?	-32.8%

Filtered by structure: those above with a COOH group (two)
SMILES	Nrf2 inh	CCT modulator	Nrf2 ARE act	pAkt inh	A549 viability	S2 tox	MmCpn inh	TGFb SMAD3 inh	HepG2 tox
O=C(Nc1ccc(Cl)c(Cl)c1)Nc1ccccc1C(=O)O	?	-6.1	-2.0%	i	?	?	-1.0%	-17.1%	-24.8%
O=C(O)c1ccc(Cn2cnc3c(=S)nc[nH]c32)cc1	6.6%	-1.7	2.5%	i	-7.1%	i	·	0.0%	1.3%

One compound at a time, as listed above:
Record of `CCc1cc(C(c2ccc(OC)c(OC)c2)N2CCOCC2)c(NC(=O)c2ccccc2)s1` (configuration not stated) → Nrf2 inh: 14.7%; CCT modulator: -0.2; Nrf2 ARE act: 20.0%; pAkt inh: i; A549 viability: 7.8%; S2 tox: i; MmCpn inh: -1.9%; TGFb SMAD3 inh: ?; HepG2 tox: -26.7%
Record of `COc1cc(C(=O)OCC(=O)Nc2ccc(SC(F)F)cc2)cc(OC)c1OC` → Nrf2 inh: 12.4%; CCT modulator: 2.0; Nrf2 ARE act: 0.5%; pAkt inh: i; A549 viability: -1.2%; S2 tox: i; MmCpn inh: -21.6%; TGFb SMAD3 inh: -14.8%; HepG2 tox: -6.8%

The listing continues.
SMILES	Nrf2 inh	CCT modulator	Nrf2 ARE act	pAkt inh	A549 viability	S2 tox	MmCpn inh	TGFb SMAD3 inh	HepG2 tox
CN(C)S(=O)(=O)c1ccc(C(=O)NC(=O)CSc2ccccc2)cc1	6.6%	0.3	0.0%	i	-0.5%	i	-0.2%	0.0%	10.2%
CC(C)(C)c1ccc(CS(=O)CC(O)CO)cc1 (configuration not stated)	-1.0%	-1.1	0.4%	i	1.6%	i	-1.4%	-1.9%	10.4%
Cc1ccccc1OCc1ccc(-c2nc(C#N)c(N3CCN(c4ccccc4)CC3)o2)o1	-10.9%	·	0.2%	·	-0.5%	·	·	4.2%	-0.6%
Cc1ccsc1C(=O)OCC(=O)Nc1ccc(Cl)cn1	13.2%	-1.1	-0.6%	i	1.6%	?	0.9%	-9.0%	2.9%
CC(OC(=O)c1cc(S(=O)(=O)N2CCOCC2)ccc1F)C(=O)NC1CCCC1 (configuration not stated)	12.4%	2.1	-1.1%	i	-1.9%	i	1.2%	6.6%	-8.2%
C#CCOc1ccc(C(=O)N(C)c2ccccc2I)cc1	4.6%	·	·	·	1.3%	·	·	1.2%	8.1%
COc1ccc(N(C)C(=S)Nc2ccc3nc(C)c(C)nc3c2)cc1	-16.4%	-1.4	3.1%	i	14.0%	i	-8.0%	0.2%	-14.7%
CCn1c(CCC(=O)Nc2cc(F)ccc2C)nc2cc(S(=O)(=O)N(C)C)ccc21	-13.3%	-1.2	-0.6%	i	4.7%	i	0.9%	-9.0%	0.9%
O=C(CN1C(=O)COc2ccc(S(=O)(=O)N3CCCCCC3)cc21)Nc1cccc(Cl)c1	?	·	0.3%	·	18.4µM*	·	·	?	-27.5%
Oc1cccc2cc3cccc(O)c3c(O)c12	-23.1%	-1.2	-0.4%	·	1.3%	i	-1.7%	1.0%	-8.7%
N#Cc1cc2cc3c(cc2nc1NCCNC(=S)NCCCN1CCOCC1)OCO3	0.0%	0.3	4.1%	i	0.0%	i	-2.6%	-6.4%	0.4%
O=C(COC(=O)c1ccc(S(=O)(=O)C(F)F)cc1)Nc1ccccc1C(=O)NC1CC1	4.7%	-1.0	-0.8%	i	-1.6%	i	-2.0%	5.5%	-6.1%
CCOC(=O)C(=CNc1cc(C)ccc1-n1cccc1)C(=O)OCC	-17.7%	-2.1	0.3%	i	-4.4%	i	-1.3%	-24.4%	-34.5%
CCCc1cc(C(F)(F)F)c(C#N)c(=O)[nH]1	3.5%	1.0	-0.5%	i	1.1%	i	-1.2%	-10.5%	-17.1%
COc1ccc(C(=O)Nc2ccc(NC(=O)c3cc(OC)c(OC)c(OC)c3)cn2)cc1	0.1%	-1.7	0.1%	i	0.6%	i	-4.3%	-0.3%	5.0%
CCCSc1ccccc1C(=O)N1CCN(C(=O)c2ccco2)CC1	-7.0%	1.0	-0.8%	i	9.5%	i	2.7%	-6.7%	-17.0%
CCCc1ccc(S(=O)(=O)NCCc2ccncc2)cc1	?	-2.7	-0.3%	i	-1.4%	i	-0.5%	0.6%	-24.8%
Cc1ccc(S(=O)(=O)NCCc2nnc3ccc(SCc4cccnc4)nn23)cc1	-6.3%	1.0	-0.3%	i	1.8%	i	1.1%	-19.3%	-13.2%
CCCCN1C(=O)NC(NC(=O)C2CC2)(C(F)(F)F)C1=O (configuration not stated)	?	0.0	-0.3%	i	5.1%	i	3.3%	-10.5%	-7.7%
N#Cc1cc(N)ccc1Sc1ccccc1	11.8%	0.5	2.8%	i	-6.0%	i	-0.9%	-17.5%	-14.2%
OCC1OC(n2cnc3c(N4CCCCC4)ncnc32)C(O)C1O (configuration not stated)	6.7%	0.3	0.1%	i	1.3%	i	·	?	-52.6%
CC(C)Sc1nnc(CNC(=O)C23CC4CC(CC(C4)C2)C3)n1C1CCCCC1	15.2%	0.1	-0.5%	i	-4.2%	?	0.6%	8.2%	-5.0%
